KAT2A inh = blocks human GCN5L2 histone acetyltransferase | GCN5L2 HAT assay, ThioGlo1 CoA-SH fluorescence | Potency, µM (series often up to 58.9 µM), for the others: top-dose activity change, negative = inhibition, usual class: inhibitors | actives 0.21% (n = 390,000)
Target sequence (Q92830 whole entry, looked up): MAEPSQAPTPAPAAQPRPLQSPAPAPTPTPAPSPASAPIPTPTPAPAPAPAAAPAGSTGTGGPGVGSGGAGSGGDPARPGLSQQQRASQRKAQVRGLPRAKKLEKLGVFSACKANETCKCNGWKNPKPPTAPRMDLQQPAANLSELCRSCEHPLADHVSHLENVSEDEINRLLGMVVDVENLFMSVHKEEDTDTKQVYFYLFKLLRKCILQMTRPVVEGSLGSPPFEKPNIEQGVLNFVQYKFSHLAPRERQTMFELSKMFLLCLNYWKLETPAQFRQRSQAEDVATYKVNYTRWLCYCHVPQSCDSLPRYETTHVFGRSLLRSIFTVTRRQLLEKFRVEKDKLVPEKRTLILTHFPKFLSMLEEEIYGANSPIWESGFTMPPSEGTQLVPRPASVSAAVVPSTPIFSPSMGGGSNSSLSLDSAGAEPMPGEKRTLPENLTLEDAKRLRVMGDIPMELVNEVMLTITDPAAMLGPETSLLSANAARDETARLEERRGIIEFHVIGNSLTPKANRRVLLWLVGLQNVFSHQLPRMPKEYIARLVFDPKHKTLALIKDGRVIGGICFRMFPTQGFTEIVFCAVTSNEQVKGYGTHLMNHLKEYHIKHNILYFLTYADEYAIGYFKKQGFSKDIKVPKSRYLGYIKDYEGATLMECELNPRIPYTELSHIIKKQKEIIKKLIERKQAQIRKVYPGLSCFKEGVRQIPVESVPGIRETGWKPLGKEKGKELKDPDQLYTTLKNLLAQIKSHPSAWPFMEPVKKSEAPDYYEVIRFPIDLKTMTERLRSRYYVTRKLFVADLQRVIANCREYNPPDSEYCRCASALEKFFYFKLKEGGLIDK
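Titration-based screen in which CoA formation is detected via maleimide probe ThioGlo1 (50uM) turning fluorescent on thiol reaction; substrates H3(1-25) 75uM and acetyl-CoA 70uM, GCN5L2 20nM, 20 min incubation at room temperature.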
DT40 TDP1 CPT = growth inhibition of DT40 Tdp1-/-;hTDP1 cells with camptothecin (screen for TDP1 inhibitors); chicken DT40 Tdp1-/-;hTDP1 cells + 20 nM CPT, ATP luminescence, 48 h; Potency, µM (series often up to 46.2 µM), inactives show at the top dose activity change, negative = growth inhibition, usual class: inhibitors; AID 686979; actives 12% (n = 420,000); further: nearly all actives have a fitted effect of over 55% in size
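Cell growth measured by CellTiter-Glo luminescence after a minimum 48 h, 37 C compound exposure with 20 nM CPT in Tdp1-knockout DT40 cells stably expressing hTDP1, seeded 400/well; qHTS titration format.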
TDP1 cell noCPT = qHTS for Inhibitors of human tyrosyl-DNA phosphodiesterase 1 (TDP1): qHTS in cells in absence of CPT | DT40 Tdp1-/- hTDP1 cells, no CPT, ATP luminescence, 48 h | Potency, µM (titrated, usually from 46.2 µM), inactives show at the highest dose activity change, negative = growth inhibition, hits mostly inhibitors | actives 15% (n = 420,000); further: nearly all actives have a fitted effect of over 55% in size
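Cells were dispensed at 400 per well, compounds added by pin tool, plates incubated ≥48 hr at 37 °C, then CellTiter-Glo added for 30 min at room temperature before luminescence reading. Line: DT40 Tdp1-/- complemented with hTDP1; camptothecin omitted.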
An asterisk follows results filed as active; u = inconclusive; x = no result given; & = joins results of further samples. The call rests on the fitted dose curve; in most records, active means well fitted curve in the direction sought with a large enough effect; inconclusive means small, poorly fitted or top-dose-only effect, or another doubt; inactive means no such curve, though single readings can be large; an effect the other way counts as inactive or inconclusive. On the % scale 0 is the no-effect control and ±100 the full control effect; potency means the concentration at half of the fitted maximal effect. This is a subset, so the mix of outcomes need not match the whole.

SMILES | KAT2A inh | DT40 TDP1 CPT | TDP1 cell noCPT
CC(=O)Nc1ccc(S(=O)(=O)N2CCC(NC(=O)c3ccccc3)CC2)cc1 | 0% | -5% | -9%
O=c1c(CCc2ccccc2)nc2cnc(N3CCNCC3)nc2n1Cc1cccs1 | -17% | -17% | -1%
Cc1nc2nc(-c3ccccc3)[nH]n2c(=O)c1Cc1ccccc1 | 0% | 3% | -2%
CC(=O)N1CCc2c(sc3c2c(=O)n(CCc2ccccc2)c(=O)n3CC(=O)Nc2ccccc2F)C1 | -2% | u | u
O=C(c1ccc(N2CCCC2)c([N+](=O)[O-])c1)N1CCN(c2ccccn2)CC1 | -6% | -25% | -12%
O=C1C=C(NNC(=O)c2ccncc2)CC(c2ccccc2)C1 (centres undefined) | -4% | 9% | 8%
CCN(C(=O)c1cc(S(=O)(=O)N2CCCC2)ccc1C)C1CCS(=O)(=O)C1 (centres undefined) | -5% | 7% | 14%
CCOC(=O)c1c(-c2ccccc2)oc2ccc(OCc3ccc(C)cc3)cc12 | -8% | 2% | -15%
O=C(O)c1cnnc2ccccc12 | x | -5% | -27%
Cc1ccc2oc(C(=O)Nc3c(C(=O)Nc4cccc(Cl)c4)oc4ccccc34)cc(=O)c2c1 | -5% | -8% | -10%
CC(=O)N1c2ccccc2C(=O)C1N1CCN(c2ccc(F)cc2)CC1 (centres undefined) | -19% | u | 15µM*
O=C(c1ccc(Cl)c(Cl)c1)N1CCC(=O)N(C(COCc2ccc(Cl)cc2)Cc2ccccc2)CC1 (centres undefined) | -13% | u | 16µM*
CCN(CC)c1c([N+](=O)[O-])c(=O)oc2ccccc12 | -9% | 7% | -20%
CCNc1ccc(-c2nc(-c3ccco3)no2)cc1[N+](=O)[O-] | -3% | -6% | -11%
O=[N+]([O-])c1ccc(Cl)c(S(=O)(=O)/N=C(/Sc2ccc(Br)cc2)c2ccccc2)c1 | x | 6.3µM* | 2.8µM*
O=C(CSc1nnc(-c2ccc(Cl)cc2)o1)NNC(=O)c1ccncc1 | -6% | 13% | 1%
CC1CCN(C(=O)CCc2nnc(-c3ccccc3)o2)CC1 | -4% | 1% | -25%
O=C(/C=C/c1cc([N+](=O)[O-])ccc1OC(F)F)Nc1cccc2ccccc12 | 21% | u | u
CCn1c(=O)c2sccc2n(Cc2cc(C(=O)OC)ccc2OC)c1=O | -16% | -3% | u
COc1ccccc1NC(=O)CN(C)S(=O)(=O)c1ccc(F)cc1 | -1% | -5% | -7%

Overlap with the part before: 7 compounds; new compounds follow.
SMILES | KAT2A inh | DT40 TDP1 CPT | TDP1 cell noCPT
CCNc1ccc(-c2nc(-c3ccco3)no2)cc1[N+](=O)[O-] | -3% | -6% | -11%
O=[N+]([O-])c1ccc(Cl)c(S(=O)(=O)/N=C(/Sc2ccc(Br)cc2)c2ccccc2)c1 | x | 6.3µM* | 2.8µM*
O=C(CSc1nnc(-c2ccc(Cl)cc2)o1)NNC(=O)c1ccncc1 | -6% | 13% | 1%
CC1CCN(C(=O)CCc2nnc(-c3ccccc3)o2)CC1 | -4% | 1% | -25%
O=C(/C=C/c1cc([N+](=O)[O-])ccc1OC(F)F)Nc1cccc2ccccc12 | 21% | u | u
CCn1c(=O)c2sccc2n(Cc2cc(C(=O)OC)ccc2OC)c1=O | -16% | -3% | u
COc1ccccc1NC(=O)CN(C)S(=O)(=O)c1ccc(F)cc1 | -1% | -5% | -7%
CCN(CC)c1ccc(/C=N/NC(=O)CN2CCCc3ccccc32)cc1 | -10% | u | u
COc1cccc(CNC(=O)C2=C(C)C(=O)OC23CCC(C)CC3)c1 (centres undefined) | -6% | -29% | -29%
c1cnc(Nc2nc(-c3ccc4ccccc4c3)cs2)nc1 | 17% | 29µM* | u
CCCc1ccc2c(C(F)(F)F)cc(C(F)(F)F)cc2n1 | x | -27% | -8%
O=C(CSc1nc2ccccc2s1)N1CCCCC1 | -19% | -4% | -11%
COc1ccc(C2CC(c3ccc(OC)cc3)n3nc(NC(=O)c4cccs4)nc3N2)cc1 (centres undefined) | -8% | u | u
COc1cc(C)c(Cl)cc1S(=O)(=O)n1cnc2ccccc21 | 0% | -21% | -23%
Brc1ccc(-c2noc(-c3ccccc3)n2)o1 | -16%&-1% | -6%&-3% | 4%&-14%
COc1ccc(N2CCN(C(c3ccccc3F)c3sc4nc(-c5ccco5)nn4c3O)CC2)cc1 (centres undefined) | -3% | -21% | -16%
O=C(c1cccnc1)N1CCN(Cc2cccc(F)c2)CC1 | -6% | u | u
Cc1ccc(SCC(=O)Nc2ccc(N3CCOCC3)cc2)cc1C | -1% | -28% | -28%
COC(=O)[C@@]1(Sc2ccc(C)cc2)CC(=O)N(c2ccc3c(ccn3C)c2)[C@@H]1c1ccccc1 | x | u | u
Cn1cccc1/C=N/n1c(-c2ccco2)n[nH]c1=S | -9% | 16% | 1%
Cc1cccc(C)c1NC(=O)CNC(=O)c1ccccc1 | 3% | 12% | 0%
CCc1nc2ccccc2c(C(=O)OCCN2C(=O)c3ccccc3C2=O)c1C | 2% | u | u
CSc1cnc2c(=O)n(C)c(=O)[nH]c2n1 | -2% | -7% | u
CC(C)Oc1cccc(C2CC(=O)Nc3cc4c(cc32)OCO4)c1 (centres undefined) | 2% | 2.6µM* | 2.6µM*
N#CCCN(Cc1ccccc1)C(=O)c1nccnc1C(=O)O | 13% | -6% | 17%
COc1ccc(CCNC(=O)Cn2ccc3cc(S(=O)(=O)N4CCCC4)ccc32)cc1OC | -3% | 0% | 1%
C=CCNc1nc(-c2ccc(O)c(C(N)=O)c2)cs1 | 5% | 13µM* | 18µM*
CCOc1ccc(OCCCCn2ccnc2)cc1 | -4% | -4% | -11%
COc1ccc(C(=O)CSc2nnc(-c3ccc(C)cc3)o2)cc1 | -7% | -3% | -19%
Cc1cc(C(=O)CSc2nncs2)c(C)n1-c1c(C)n(C)n(-c2ccccc2)c1=O | 2% | 3% | -2%
CC1(C)CC2(OC2c2ccccc2[N+](=O)[O-])C(=O)c2ccccc21 (centres undefined) | x | 16µM* | 18µM*
Cc1c(Cl)c([N+](=O)[O-])nn1CCCC(=O)Nc1cccc(Cl)c1Cl | 0% | u | u
CCn1cc(C(=O)NCC2CCCO2)c(=O)c2cc(S(=O)(=O)N(C)C)ccc21 (centres undefined) | -2% | 3% | -12%
N#Cc1ccc(C(=O)OCC(=O)Nc2cccc(S(=O)(=O)N3CCCCC3)c2)cc1 | -7% | -29% | 8%
COCc1cc(C)nc(OCC(=O)N/N=C/c2ccc(O)cc2)c1C#N | -1% | -17% | -2%
CCOc1ccc(N2CC(C(=O)NCC(=O)Nc3ccc(F)c(F)c3F)CC2=O)cc1 (centres undefined) | -2% | -13% | 21%
O=C(Nc1ccccc1)OC[C@@H]1C=CS(=O)(=O)N1Cc1ccc(Br)cc1 | x | u | u
O=C(c1ccc(F)cc1F)N1CCC(N2CCC(C(=O)N3CCOCC3)CC2)CC1 | -3% | -7% | 21%
Cc1ccc(C)n1CCN1CCN(S(=O)(=O)c2ccc(F)cc2F)CC1 | 2% | u | -30%
Cn1cccc1Cc1nnc(SCC(=O)NCC2CCCO2)n1CCc1ccccc1 (centres undefined) | -1% | -11% | -2%
COc1ccc(NS(=O)(=O)c2cc(C)ccc2C)cc1 | -3% | 21µM* | 16µM*
COc1ccccc1NC(=O)c1ccc(Cl)c(S(=O)(=O)NCc2ccco2)c1 | 1% | u | -25%
COc1ccccc1C(=O)N(Cc1ccccc1)c1ccc(C)cc1 | -10% | 15µM* | u
CCOc1ccc(CN(C)C(=O)CN2C(=O)NC3(CCCc4ccccc43)C2=O)cc1 (centres undefined) | -4% | u | u
CN1CCN(C(=O)c2ccc(-c3cnc4cccnn34)cc2)CC1 | x | -30% | -12%
O=C(c1ccc(Cl)c(S(=O)(=O)NCc2ccco2)c1)N1CCN(c2ccccc2F)CC1 | 0% | u | u
CN(C)C(=O)NC(Nc1cccc([N+](=O)[O-])c1)C(Cl)(Cl)Cl (centres undefined) | -2% | -9% | u
O=[N+]([O-])c1ccc(C2=Nn3cnnc3SC2)cc1 | -3% | -1% | -17%
Fc1ccc(CN2CCN(c3ncccn3)CC2)c(F)c1 | -6% | 1% | -26%
Cc1c(OCc2nn[nH]n2)ccc2c3c(c(=O)oc12)CCCC3 | -5% | -10% | -30%
CCOC(=O)c1c(/N=C/C2=C(O)CCCC2=O)sc2c1CCCC2 | 0% | -2% | -22%
O=[N+]([O-])c1ccc(N/N=C/C=C/c2ccco2)cc1 | x | u | u
OCCNc1ncnc2c1nnn2Cc1ccccc1 | -4% | -3% | -9%
Cc1nn(CCOc2ccccc2)c(=O)n1-c1cccc(F)c1 | -5% | -24% | -1%
COc1ccc(S(=O)(=O)N2CCN(C(=O)c3cc(-c4ccccc4OC)n[nH]3)CC2)cc1 | u | u | u
Cn1cc(C[C@H](NC(=O)OC(C)(C)C)C(=O)N[C@H](CO)Cc2ccccc2)c2ccccc21 | x | -27% | -29%
O=C(COC(=O)CCc1c[nH]c(=O)[nH]1)Nc1cccc(Cl)c1 | 1% | -9% | -9%
Cc1nc(Cc2nnc(SC(C)C(=O)N3c4ccccc4NC(=O)C3(C)C)o2)cs1 (centres undefined) | -1% | -20% | u
COC(=O)N1CCCC(c2cc(C(=O)Nc3ccccc3Cl)no2)C1 (centres undefined) | x | 9% | 1%
CCc1nc(N2CCN(S(=O)(=O)c3ccc(Br)cc3)CC2)c2c(C)c(C)sc2n1 | x | u | 23µM*
COc1ccc(N(C)C(=O)Cn2cc(S(=O)(=O)N3CCN(c4ccccc4F)CC3)c3ccccc3c2=O)c(OC)c1 | 1% | -28% | 23µM*
Cc1cccc(C)c1-n1nnnc1C(c1ccnc2ccccc12)N(C)Cc1ccccc1 (centres undefined) | x | u | 16µM*
Cc1cc(NC(=O)c2ccccc2C)n(-c2cccc(F)c2)n1 | -5% | -16% | -29%
O=c1cc(CN2CCCCCCC2)c2ccccc2o1 | x | u | u
Cc1ccc(C)c(NC(=O)C2CCN(C(=O)c3cccs3)CC2)c1 | -5% | -1% | -21%
CCCN1CCN(CCCNC(=O)c2ccc3c(c2)sc2nc(-c4ccc(OC)cc4)cn23)CC1 | -6% | 1.5µM* | 1µM*
COC(=O)COc1ccc(-n2cnnn2)cc1 | -16% | -2% | u

Another view of 4 compounds above:
> CN(C)C(=O)NC(Nc1cccc([N+](=O)[O-])c1)C(Cl)(Cl)Cl (centres undefined)
  KAT2A inh = -2%
  DT40 TDP1 CPT = -9%
  TDP1 cell noCPT = u
> O=[N+]([O-])c1ccc(C2=Nn3cnnc3SC2)cc1
  KAT2A inh = -3%
  DT40 TDP1 CPT = -1%
  TDP1 cell noCPT = -17%
> Fc1ccc(CN2CCN(c3ncccn3)CC2)c(F)c1
  KAT2A inh = -6%
  DT40 TDP1 CPT = 1%
  TDP1 cell noCPT = -26%
> Cc1c(OCc2nn[nH]n2)ccc2c3c(c(=O)oc12)CCCC3
  KAT2A inh = -5%
  DT40 TDP1 CPT = -10%
  TDP1 cell noCPT = -30%

Further compounds:
SMILES | KAT2A inh | DT40 TDP1 CPT | TDP1 cell noCPT
O=C(CN1CCN(Cc2ccc(F)cc2Cl)C1=O)NCc1cccs1 | 0% | 9% | -15%
Cc1ccc(NC(=O)CN(C)C(=O)CSc2nnc(C)s2)cc1 | -4% | 1% | -4%
Cc1[nH]c2ccc(F)cc2c1CCN(Cc1ccncc1)C(=S)Nc1ccccc1 | -12% | -9% | -25%
O=C1CCC[C@@H]2C[C@@]3(C[C@@H]4CCN1[C@H]24)Nc1cc(Cl)c(Cl)cc1NC3=NCc1ccccc1 | x | 18µM* | 20µM*
Cc1ccccc1-n1ncc(C(C)NC(=O)c2ccccc2)c1C (centres undefined) | 7% | u | u
O=C(NCc1ccccc1)c1ccc2c(c1)N(Cc1ccccc1F)C(=O)c1ccccc1S2=O (centres undefined) | -5% | u | u
COc1ccc(C(CNC(=O)c2ccc(OCc3ccccc3)cc2)N2CCOCC2)cc1 (centres undefined) | -8% | u | -18%
